# Compound activity from PubChem.
# T cell modulator = modulates CD8 T cell binding to vesicles. 2C CD8+ T cell-vesicle binding, flow cytometry; stronger effect = lower value. 330,000 compounds, 0.068% hits. calls only at 7 µM;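 active = response, share of CD8 T cells binding vesicles, and their 90th percentile fluorescence all below set limits, cut at about 80% in these data, passing the limit was not always enough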
#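 Material: murine 2C transgenic CD8+ T lymphocytes / Also added: QL9-peptide-loaded Drosophila micro-vesicles bearing Ld, ICAM-1 and B7-1 / Schedule: binding step 1.5 h, 37 °C, antibody labelling 20 min, ice / Signal: flow cytometry, PE anti-B7-1 (FL2) versus Alexa647 anti-CD8 (FL8), PFA-fixed / Evaluation: percent CD8+ FL2 mean versus row control / Benchmarks: naked versus QL9-loaded vesicles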
# Hep lipid drop = modulators of hepatic lipid droplet formation. AML12 mouse hepatocytes, oleate lipid droplets, BODIPY imaging. inhibition, % at 6.5 µM. 240,000 compounds, 0.4% hits. AID 1656;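 active = lipid droplet intensity inhibited by at least 50%, with more than 500 cells counted; inconclusive = wells with under 300 cells, treated as cytotoxic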
#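 Technique: fluorescence imaging, 20x objective, two fields per well / Assay system: AML12 hepatocytes (mouse) / Measure: % inhibition of lipid droplet signal / Doses: 6.5 µM single-point dosing / Incubation: overnight exposure / Reagent: 100 µM oleic acid challenge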
# Large T inhibition = TAg ATPase/helicase activity blockers – biochemical (AID 1903). inhibition, % at 20 µM; hits with a dose series show IC50 in µM. 310,000 compounds, 0.39% hits. SV40 large T antigen ATPase/helicase inhibition assay; higher % means a stronger effect; in the data active = a potency from the dose series; inconclusive = inhibition mostly from about 32% at the one dose, without a potency; inactive = the rest, 99 in 100 with inhibition below about 32%; note: strong numbers were not always called active
# GPR35 antagonists = inhibition of zaprinast-stimulated GPR35 beta-arrestin translocation – imaging, U2OS, beta-arrestin-GFP, zaprinast agonist, primary screen (AID 2058); U2OS GPR35 beta-arrestin-GFP translocation imaging, zaprinast antagonism; higher % means a stronger effect; one-dose inhibition, % at 10 µM; IC50 in µM for titrated hits; 290,000 compounds, 0.052% hits;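 active = inhibition of at least 50% with at least 30 cells and total cytoplasm GFP at most 10,000,000; inconclusive = under 30 cells or total GFP of 10,000,000 plus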
# MgcRacGAP inhibition = MgcRacGAP GTPase-activating activity inhibitors, confirmation, biochemical, ADP Hunter fluorescence | MgcRacGAP-stimulated Rac1 GTP hydrolysis, ADP Hunter fluorescence; higher % means a stronger effect; GST-tagged Rac1 F28L mutant substrate | one-dose inhibition, % at 30 µM; IC50 in µM for titrated hits | 340,000 compounds, 0.6% hits;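 active = first-screen hits whose inhibition reached a set limit at any dose in the follow-up dose series; inconclusive = inhibition above the set first-screen limit but never retested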;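 note: fluorescence reports GDP produced by GAP-driven GTP hydrolysis; strong numbers were not always called active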
# GPR55 LPI antagonism = inhibition of LPI-stimulated GPR55 beta-arrestin translocation – imaging, U2OS, beta-arrestin-GFP, LPI agonist, primary screen (AID 2013). U2OS GPR55 beta-arrestin-GFP translocation imaging, LPI antagonism; higher % means a stronger effect. inhibition, % at 10 µM; hits with a dose series show IC50 in µM. 290,000 compounds, 0.13% hits;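 active = spots per cell inhibited over 60%, with over 100 cells counted and total cytoplasm intensity under 500,000; inconclusive = wells with under 100 cells, flagged as likely toxic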;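 note: U2OS cells stably carrying GPR55 and arrestin-GFP stimulated by 5 µM LPI near EC80; imaged beta-arrestin-GFP aggregate spots per cell after agonist stimulation; plate controls were LPI-stimulated DMSO wells for no effect and DMSO wells without LPI for full effect; some results filed as inactive read as strong as hits; confirmed hits need IC50 under 10 µM and bright autofluorescent wells are also inconclusive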
# NTR1 ag = agonists of NTR1, primary screen, imaging, U2OS cells, beta-arrestin-GFP, high content (AID 493036) | P30989 | NTR1-U2OS beta-arrestin-GFP spot imaging, agonist mode | activation, % at 20 µM | 330,000 compounds, 0.17% hits;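 active = activation at or above 40% of the spot to cytoplasm intensity ratio, with at least 20 cells analyzed; inconclusive = wells under 20 cells, flagged as cytotoxic or low count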;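 note: 0% = DMSO without peptide and 100% = 100 nM NTR1 peptide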
# Target sequence (P30989 whole entry, looked up): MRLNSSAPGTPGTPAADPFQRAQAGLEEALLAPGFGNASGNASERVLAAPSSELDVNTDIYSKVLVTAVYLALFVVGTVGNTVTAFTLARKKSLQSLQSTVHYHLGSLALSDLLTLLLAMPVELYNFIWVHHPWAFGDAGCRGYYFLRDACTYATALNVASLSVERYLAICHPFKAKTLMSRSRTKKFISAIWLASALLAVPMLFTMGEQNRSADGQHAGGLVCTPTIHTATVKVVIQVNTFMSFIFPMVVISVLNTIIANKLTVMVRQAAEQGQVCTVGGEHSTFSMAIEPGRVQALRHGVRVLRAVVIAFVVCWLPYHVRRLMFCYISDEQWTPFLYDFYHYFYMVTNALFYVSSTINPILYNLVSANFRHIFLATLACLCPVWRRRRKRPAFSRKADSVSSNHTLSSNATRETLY
# GPR55 activation = GPR55 agonists via beta-arrestin recruitment, primary screen, imaging, U2OS cells, beta-arrestin-GFP redistribution (AID 1961); one-dose activation, % at 10 µM; EC50 in µM for titrated hits; U2OS GPR55 beta-arrestin-GFP redistribution imaging; higher % means a stronger effect; 290,000 compounds, 0.048% hits;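 active = activation above 40% with more than 50 cells counted in the well; inconclusive = wells holding fewer than 50 cells, flagged as toxic or sparse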;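 note: U2OS osteosarcoma cells stably expressing GPR55 and beta-arrestin-GFP; plate controls were DMSO negative control for no effect and LPI positive control for full effect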
# LYP phosphatase = PTPN22 lymphoid phosphatase activity blockers – biochemical, fluorescence intensity, uHTS (AID 1779) | recombinant LYP phosphatase, fluorescence intensity; higher % means a stronger effect | 290,000 compounds, 0.054% hits | inhibition, % at 11.5 µM; hits with a dose series show IC50 in µM; in the data active = inhibition above about 50%;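 note: plate controls were vehicle with enzyme for no effect and no enzyme for full effect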
# Hep lipid drop cells 6.5 µM = further read-out of Hep lipid drop, marked with its call; cell count; measured here: cell count, cytotoxicity flag;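 cells counted across two imaged fields per well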
# T cell modulator vesicle-bound % = second read-out of T cell modulator, no call of its own (marks repeat the call); double positive events, %; measured here: CD8+ vesicle-bound cell fraction;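 binding gate set so that unloaded-vesicle control wells show 10% double positive cells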
# NTR1 ag cell count 20 µM = further read-out of NTR1 ag, marked with its call; cell count; measured here: cell count, cytotoxicity flag
# * marks the source's active call; other numbers are inactive results; i = inactive; ? = inconclusive; nt = not tested or not shown. Rows are unselected. About 1.8% of those tested had a hit in this group.
SMILES,T cell modulator,T cell modulator vesicle-bound %,Hep lipid drop,Hep lipid drop cells 6.5 µM,Large T inhibition,GPR35 antagonists,MgcRacGAP inhibition,GPR55 LPI antagonism,NTR1 ag,NTR1 ag cell count 20 µM,GPR55 activation,LYP phosphatase
COc1ccccc1OCCCOc1ccc(/C=C2\SC(=O)NC2=O)cc1OC,i,64,19,848,26%,-1%,14%,13%,2.1,41,0.4%,-7%
COc1ccc(C(=O)CSc2nnc(NC(=O)C3CC(=O)N(c4ccccc4)C3)s2)cc1 (centres undefined),i,46,-1,641,-4%,-7%,2%,-8%,-0.6,62,0.2%,2%
Cc1cc(-c2ccc(S(=O)(=O)N3CCCCC3)s2)on1,i,38,2,734,2%,-6%,9%,3%,-0.3,63,-0.1%,-6%
COc1ccc(NC(=O)C2CCCN2S(=O)(=O)c2ccc3c(c2)CCC(=O)N3)c(OC)c1 (centres undefined),i,67,nt,nt,-1%,34%,1%,-1%,-3.8,66,-0.1%,-8%
C#CCOCCOCCOCCNc1nc(N2CCN(C(=O)CCCCCCCCCCNC(=O)Cn3cc(CCCCCN)nn3)CC2)nc(N2CCN(C(=O)CCCCCCCCCCNC(=O)[C@@H]([C@H](C)O)n3cc(C)nn3)CC2)n1,i,29,nt,nt,26%,nt,?,nt,1.4,41,nt,nt
CS(=O)(=O)N1CCC(C(=O)N2CCN(Cc3ccccc3)CC2)CC1,i,68,4,749,7%,-4%,7%,2%,4.4,40,0.2%,-12%
O=C(C1=C[C@H](c2ccc3c(c2)OCO3)C[C@H](OCc2ccc(CO)cc2)O1)N1CCN(Cc2ccc3c(c2)OCO3)CC1,i,15,-9,712,6%,-16%,5%,20%,0.6,103,0.5%,-2%
CC(C(=O)O)c1ccc2c(c1)[nH]c1ccc(Cl)cc12 (centres undefined),i,18,7,785,19%,4%,6%,-3%,-0.6,61,0.3%,-9%
COc1ccc(C2C(C(=O)NCC3CCCO3)c3cc(OC)c(OC)cc3C(=O)N2C)cc1OC (centres undefined),i,58,-2,699,11%,-17%,11%,10%,2.4,78,-0.2%,-1%
O=C(CSc1ccc(-c2ccccc2)nn1)c1ccccc1,i,39,-4,657,21%,-2%,9%,-18%,4.5,72,-0.6%,-6%
CCc1ccccc1NC(=O)c1ccoc1C,i,23,-21,595,6%,-7%,-5%,10%,1.1,87,0.2%,-1%
COc1ccc(CNC(NC(=O)c2ccccc2)(C(F)(F)F)C(F)(F)F)cc1,i,48,32,638,4%,-1%,-8%,-5%,2.6,42,-0.2%,5%
CCOc1cc(C2C3=C(CCCC3=O)NC3=C2C(=O)CCC3)cc(Cl)c1O,i,36,nt,nt,8%,-1%,4%,4%,0.9,61,-0.2%,-2%
O=C(CCOc1ccccc1)N1CCN(c2ccc(O)cc2)CC1,i,22,-6,686,4.2µM*,11%,?,1%,-0.5,54,-0.1%,-5%
Cc1ccc(N=CC2=C(O)CC(c3ccccc3Cl)CC2=O)cc1 (centres undefined),i,26,6,532,7%,2%,nt,12%,1.4,57,0.0%,-5%
COc1ccc(CCNC(=O)COC(=O)c2cnc(C)cn2)cc1OC,i,16,nt,nt,5%,12%,3%,-6%,-0.3,70,0.2%,-7%
Cc1cccc(NC(=O)Cn2c(O)c(N=NC(=O)c3ccccc3O)c3ccccc32)c1,i,20,-6,528,-2%,9%,5%,4%,2.7,54,0.4%,1%
COc1ccc(C(=O)N2CCN(c3ccccn3)CC2)cc1,i,24,-2,810,8%,9%,-3%,3%,0.1,76,-0.1%,-5%
Cc1cc(C(=O)NCCN2CCN(c3cccc(Cl)c3)CC2)n(-c2ccccc2)n1,i,36,-22,613,6%,-4%,1%,-8%,1.0,81,1.1%,1%
S=c1[nH]nc(-c2ccco2)n1-c1ccc(Cl)cc1,i,12,10,677,nt,18%,6%,4%,-0.2,44,-0.1%,-6%
COc1ccc(-c2nnc(SCc3cc(C)ccc3C)n2N)cc1,i,39,nt,nt,19%,-4%,7%,17%,0.8,65,-0.2%,-7%
O=C(COc1ccc2ccc(=O)oc2c1)N1CCN(c2ccc(F)cc2)CC1,i,29,-13,749,12%,9%,1%,14%,1.6,67,-0.1%,0%
O=C(/C=C/c1ccc(Cl)c([N+](=O)[O-])c1)Nc1ccc(N2CCCC2)cc1,i,40,4,670,9%,-4%,11%,11%,-1.5,88,-0.2%,-5%
CC(=O)Nc1cc2c3c(c1)CCC(=O)N3CCC2,i,12,-5,773,nt,-7%,6%,2%,0.0,63,0.1%,-14%
c1cncc(Nc2nc(-c3cccs3)cs2)c1,i,47,1,719,19%,-2%,14%,-8%,3.5,63,0.2%,-8%
N/C(=N\OC(=O)c1ccc(F)cc1)c1ccc(Br)cc1,i,42,-5,650,3%,-3%,4%,6%,0.7,63,-0.1%,-8%
C/C=C(\C)C(=O)Nc1cccc(C2=NOC3(C2)C[C@@H](C(N)=O)N(C(=O)c2cc([N+](=O)[O-])cc([N+](=O)[O-])c2C)C3)c1 (some centres undefined),i,24,-3,674,11%,-5%,1%,12%,-2.4,63,-0.1%,-10%
CCCn1c(SCC(=O)NCc2ccccc2Cl)n[nH]c1=O,i,28,1,718,10%,12%,5%,6%,-0.5,40,0.0%,-3%
CCC1CCCCN1C(=O)Cn1c(=O)n(CCCC(=O)NCc2ccco2)c(=O)c2sccc21 (centres undefined),i,21,0,767,-1%,3%,12%,3%,-1.2,55,-0.2%,-10%
O=c1oc2ccccc2cc1N1CCOCC1,i,32,5,672,26%,0%,5%,-5%,0.9,81,-0.3%,0%
CCC(C(=O)NCc1ccc(F)cc1)N(Cc1cccs1)C(=O)c1snc(C(N)=O)c1N (centres undefined),i,20,-16,798,3%,7%,1%,4%,-1.2,36,0.0%,0%
CCC(=O)N/C(=N/c1nc(C)cc(C)n1)Nc1cccc(OC)c1,i,68,-19,742,3%,8%,16%,-4%,3.1,64,0.0%,-9%
CCCN(CC(=O)Nc1ccccc1OC)C(=O)c1ccncc1,i,17,9,813,9%,-5%,6%,-5%,-0.1,43,0.6%,-4%
CCOc1ccccc1NC(=O)Nc1ccc(CC#N)cc1,i,24,nt,nt,5%,10%,10%,0%,0.9,53,0.0%,-1%
CC1(C)CN(c2ccccc2)N(Cc2ccc(F)cc2)C1=O,i,42,nt,nt,-1%,-19%,5%,-6%,2.4,77,0.1%,-1%
CCOC(=O)C1=C(O)C(=O)N(c2ccc(S(N)(=O)=O)cc2)C1c1ccc([N+](=O)[O-])cc1 (centres undefined),i,58,9,753,6%,4%,11%,2%,-0.7,70,-0.2%,-2%
Cc1cc(N2CCN(S(=O)(=O)c3ccccc3)CC2)c2ccccc2n1,i,8,nt,nt,11%,6%,9%,-5%,2.3,52,-0.1%,-8%
O=C(CN1C(=O)c2ccccc2S1(=O)=O)c1ccccc1F,i,12,3,876,-5%,-6%,0%,1%,1.7,41,0.0%,-8%
Cc1cc(-c2ccccc2)nc(N/N=C/c2ccc(O)cc2O)n1,i,51,2,775,16%,-10%,69µM*,-6%,16,49,-0.2%,-4%
CC1=C(C(=O)OCC2CCCO2)C(c2cccc(O)c2)NC(=O)N1 (centres undefined),i,22,nt,nt,13%,-8%,3%,-5%,-0.4,54,-0.2%,-3%
O=C(COc1c(Br)cc(Br)c2cccnc12)N1CCc2ccccc2C1,i,12,-15,732,1%,-4%,4%,11%,9.3,59,0.0%,-7%
COCCCNC(=O)/C(C#N)=C/c1ccc(F)cc1,i,22,1,735,6%,0%,7%,8%,-2.0,61,0.2%,-5%
CN1C=CC2=C(C#N)C(N)C(C#N)(C#N)[C@H](c3ccccc3)[C@H]2C1 (some centres undefined),i,56,-4,692,23%,38%,1%,22%,-5.2,90,-0.1%,-6%
CCc1noc(C)c1C(=O)N1CCN(S(=O)(=O)c2ccc(C)cc2)CC1,i,49,nt,nt,16%,nt,1%,nt,0.2,56,nt,nt
CCC1(c2ccccc2)NC(=O)N(CC(=O)Nc2ccc(Cl)c(S(=O)(=O)N3CCCCC3)c2)C1=O (centres undefined),i,48,nt,nt,9%,nt,0%,nt,3.8,62,nt,nt
O=C(c1cc(=O)c2ccccc2o1)N(Cc1ccccc1)C1CCS(=O)(=O)C1 (centres undefined),i,8,2,772,12%,-6%,8%,11%,0.6,68,-0.1%,2%
COc1cc(NC(c2ccccc2)c2ccccc2)cc(OC)c1OC,i,18,14,668,-2%,-19%,11%,-3%,1.2,76,0.9%,-2%
Cn1c(=O)c2cnc(N3CCOCC3)nc2n(C)c1=O,nt,nt,nt,nt,nt,-1%,nt,0%,nt,nt,-0.3%,-10%
CCOc1cc(Br)c(Br)c(C=Nc2ccc(NC(C)=O)cc2)c1O,i,11,20,707,11%,-10%,9%,23%,4.8,42,-0.2%,-11%
COc1cccc(OC)c1C(=O)NC(=S)N1CCOCC1,i,57,0,690,26%,9%,5%,6%,-1.5,59,-0.3%,3%
Cc1csc(Nc2ccccc2)n1,i,56,15,691,2%,-12%,-2%,2%,3.7,65,0.1%,1%
O=C(CSc1nnc(-c2ccc(F)cc2)o1)NC1CCCC1,nt,nt,6,774,nt,4%,0%,-4%,-0.2,44,-0.1%,-14%
CC1Cn2c(nnc2C23CC4CC(CC(C4)C2)C3)S1 (centres undefined),i,32,-1,733,7%,-3%,-1%,-7%,-1.8,64,-0.1%,-1%
